# TDP1 block: inhibitors of human tyrosyl-DNA phosphodiesterase TDP1; recombinant TDP1, AlphaScreen DNA substrate cleavage; Potency, µM (doses to about 130 µM), without a hit: top-dose activity change, negative = inhibition, usual class: inhibitors; 350,000 compounds, 0.28% hits; AID 485290; also: nearly all actives have a fitted effect of over 40% in size
# Target sequence (Q9NUW8 whole entry, looked up): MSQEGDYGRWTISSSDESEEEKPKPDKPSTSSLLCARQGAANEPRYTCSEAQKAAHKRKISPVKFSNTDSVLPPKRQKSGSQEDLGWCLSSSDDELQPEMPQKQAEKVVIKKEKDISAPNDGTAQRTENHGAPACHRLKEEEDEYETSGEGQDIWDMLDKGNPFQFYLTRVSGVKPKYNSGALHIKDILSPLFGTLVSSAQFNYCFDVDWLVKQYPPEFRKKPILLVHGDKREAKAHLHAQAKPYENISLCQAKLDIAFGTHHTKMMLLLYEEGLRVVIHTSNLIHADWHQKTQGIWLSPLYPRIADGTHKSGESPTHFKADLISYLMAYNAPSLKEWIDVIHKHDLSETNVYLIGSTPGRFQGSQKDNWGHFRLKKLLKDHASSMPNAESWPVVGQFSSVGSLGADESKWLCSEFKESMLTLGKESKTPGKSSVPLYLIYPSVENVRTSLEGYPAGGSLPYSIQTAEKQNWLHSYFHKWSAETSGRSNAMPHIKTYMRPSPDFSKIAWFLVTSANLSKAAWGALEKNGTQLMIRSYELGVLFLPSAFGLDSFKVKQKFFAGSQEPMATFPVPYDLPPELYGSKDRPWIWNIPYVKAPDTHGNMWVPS
#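 Here, a 5' biotin and 3' phosphotyrosine-FITC DNA oligonucleotide reports Tdp1 activity: intact substrate bridges AlphaScreen beads, while cleavage leaves a 3' phosphate and drops signal. All incubations at room temperature.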
# KAT2A inh: inhibitors of human GCN5L2 histone acetyltransferase; 390,000 compounds, 0.21% hits; Q92830; GCN5L2 HAT assay, ThioGlo1 CoA-SH fluorescence; Potency, µM (doses to about 58.9 µM), for the others: at the top dose activity change, negative = inhibition, hits mostly inhibitors
#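 ThioGlo1-coupled HAT assay: 20nM GCN5L2, 70uM acetyl-CoA, 75uM H3(1-25) peptide, pH 7.5. Fluorescence read at 340/540nm at start and after 20 min at room temperature.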
# DT40 TDP1 no CPT: qHTS for Inhibitors of human tyrosyl-DNA phosphodiesterase 1 (TDP1): qHTS in cells in absence of CPT; DT40 Tdp1-/- hTDP1 cells, no CPT, ATP luminescence, 48 h; Potency, µM (series often up to 46.2 µM), for inactives: at the top dose activity change, negative = growth inhibition, hits mostly inhibitors; 420,000 compounds, 15% hits; also: nearly all actives have a fitted effect of over 55% in size
#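 Growth of hTDP1-complemented DT40 Tdp1-knockout cells is measured by ATP luminescence after at least 48 hr compound exposure at 37 °C, with DMSO substituting for the 20 nM CPT used in the parallel screen.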
# Starred values were filed as active, the others as inactive; ? = inconclusive; nt = not tested or not shown; & = joins results of further samples; ! = not confirmed by another sample; [ ] = remark or other dose. Calls follow the shape of the dose curve; as a rule, active = well fitted curve in the direction sought with a large enough effect; inconclusive = small, poorly fitted or top-dose-only effect, or another doubt; inactive = no such curve, though single readings can be large; an effect the other way counts as inactive or inconclusive. % is scaled to controls: 0 for no effect and ±100 for the full control effect; potency is read from the fitted curve at half-maximal effect.
Compound	TDP1 block	KAT2A inh	DT40 TDP1 no CPT
Nc1nc(C2CCCCC2)cs1	3.0%	2.2%	-4.4%
O=C(CCOc1ccccc1)N1CCN(S(=O)(=O)c2ccccc2F)CC1	2.0%	-1.9%	-11.6%
COc1ccc(CN2CCN(c3ccccc3OC)CC2)cc1OC	nt	-6.5%	-29.5%
Cc1sc2ncnc(N3CCC(C(=O)NNC(=O)c4ccc(F)cc4)CC3)c2c1C	nt	-0.9%	16.4µM*
CCOCCCNC(=O)Cn1cc2c(n1)CCCCC2	6.5%	-4.7%	-1.5%
CC(C)(C)OC(=O)N1CCC(c2c(C(=O)N3CCN(C4CCCCC4)CC3)cnn2-c2ccc(F)cc2)CC1	1.1%	4.5%	10.0%
CCOc1ccc(S(=O)(=O)NCCC(=O)OCC(=O)Nc2cc(C)on2)cc1	1.9%	-15.8%	11.4%
CN(/N=C/c1ccccc1Cl)c1ncc(Cl)cc1C(F)(F)F	1.3%	2.3%	-3.2%
CCOc1ccc(NS(=O)(=O)c2ccc(C(=O)NCCCN3CCCC3=O)cc2)cc1	5.3%	2.6%	18.4µM*
CCn1c(=O)cc(SCC(=O)N2CCN(c3ccccc3F)CC2)c2ccccc21	1.2%&2.8%	-4.2%&-9.2%	25.9µM*!
COc1ccc(-n2c(=O)[nH]c3cc(C(=O)NCCc4ccccc4)ccc3c2=O)cc1OC	2.9%	-10.8%&-2.2%	18.4µM*!
COc1ccc(C(C)=O)cc1CSc1nnc(Nc2c(C)cccc2C)s1	5.9%	-4.8%	?
Cc1ccc(NC(=O)C(=O)NN=C2CCCC2)cc1C	4.9%	3.1%	-20.9%
CCC1=C2CC[C@H]3C(=O)N(CC)C(=O)[C@H]3[C@H]2[C@@]2(Cc3ccccc3)C(=NCc3ccccc3)OC(=O)N2C1=O	4.5%&0.0%	-11.6%	?
COc1ccc(OC)c(NC(=O)c2oc3c(c2C)-c2nn(Cc4ccc(Cl)cc4)cc2CC3)c1	6.5%	-10.9%	?
O=C(CCCN1C(=O)c2cccnc2C1=O)Nc1ccc(Br)cc1	-2.5%	-5.3%	-9.7%
O=C(Cc1ccccc1[N+](=O)[O-])Nc1cccc(S(=O)(=O)NC2=NCCCCC2)c1	-1.3%	-10.6%	-28.0%
COc1ccc(-c2nc(C)c(CCNC(=O)c3ccc(C(F)(F)F)cc3)s2)cc1OC	6.6%	-5.1%	nt
COc1ccc(N2CCN(C(=O)COC(=O)c3cccc(OC)c3O)CC2)cc1	2.1%	1.7%	-29.3%
COc1ccc(Br)c(C(=O)N2CCN(S(=O)(=O)/C=C/c3ccccc3)CC2)c1	-2.3%	-17.7%	-20.7%
Cc1ccc(CNc2ccc(-c3nc(-c4ccccn4)no3)cc2[N+](=O)[O-])cc1	5.7%	-6.3%	?
Cc1ccc2cc(CN(CC3CCCO3)C(=S)NCc3ccco3)c(=O)[nH]c2c1 (centres undefined)	3.0%	-5.7%	-13.6%
Cc1ccc(OCCCn2c(=O)sc3ccccc32)cc1	nt	-0.9%	-14.6%
CC(C)[C@H](NC(=O)c1ccco1)C(=O)NC12CC3CC(CC(C3)C1)C2	2.7%	7.0%	-25.7%
Cc1cccc(NC(=O)CSCC(=O)Nc2cc(Cl)ccc2N2CCN(C)CC2)c1	3.9%	-11.4%	?
Cc1cc(S(=O)(=O)N2CCC3(CC2)OCCO3)c(C)cc1Cl	-0.6%	-0.9%	-13.3%
COc1ccccc1NC(=O)c1ccc(NC(=O)CN2C(=O)CN(C)C2=O)cc1	5.8%	-11.9%	18.6%
CC(=O)NNC(=O)c1cc2c3ccccc3n(C)c2s1	8.1%	-21.0%	-1.9%
COCCN1C(=O)C(=O)/C(=C(/O)c2ccc(S(=O)(=O)N3CCOCC3)cc2)C1c1ccc(O)cc1 (centres undefined)	2.7%	-19.3%	4.0%
N#C/C(=N\Nc1ccccc1)C(N)=S	7.1%	?	?
CN(C)S(=O)(=O)c1ccc(C(=O)NCC(C)(C)CN=C2NS(=O)(=O)c3ccccc32)cc1	2.5%	-0.3%	-22.8%
COc1cc(C(=O)NCCC2=CCCCC2)ccc1OCc1c(C)noc1C	-4.4%[56.1 µM]	-1.7%	-18.1%
Cc1cc(C)c(C)c(/C=C(/C#N)C(N)=S)c1C	7.6%	-3.9%	-5.2%
CCOC(=O)[C@H]1[C@H]2COc3ccc(Br)cc3[C@@H]2N2C(=O)N(c3ccccc3)C(=O)[C@@]12C	0.3%	-6.6%	-28.3%
O=C(Cc1csc(NC(=O)c2ccccc2)n1)NO	2.4%	-9.0%	-12.5%
C=CCn1nnnc1-c1cc(Cl)cc(Cl)c1	4.6%	-5.3%	-5.6%
CCC[C@H]1CCCC/C=C\CCCC(=O)OCCN1C(=O)OC(C)(C)C	-7.7%	-8.7%	?
Fc1ccc(Nc2ccc3ccccc3n2)c(F)c1	4.6%	-11.3%	-25.4%
Cn1c(C(=O)NCCCN2CCOCC2)cc2c(=O)n(C)c3ccccc3c21	0.0%	-5.2%	?
COc1ccc(CNC(=O)C2CCN(c3nnc(C)c4c(C)n(-c5ccc(C)cc5)nc34)CC2)cc1	2.8%	-7.5%	16.4µM*
COCCN(C(=O)CCc1ccc(OC)cc1)c1nnc(-c2ccncc2)s1	4.9%	0.6%	?
CCOC(=O)c1sc(NC(C)=O)c(C(=O)OCC)c1C	4.2%	-4.2%	-33.9%
CCC(C)NC(=O)Cn1c(=O)n(CC2CCC(C(=O)NC)CC2)c(=O)c2sccc21 (centres undefined)	7.1%	4.7%	-9.6%
CCc1cccc(CC)c1NC(=O)C(CC)Sc1nc2ccncc2[nH]1 (centres undefined)	nt	7.4%	-15.5%
CC(=O)NC1(c2ccccc2)CCN(Cc2nnnn2C(C)(C)C)CC1	2.1%	-17.4%	-1.3%
CC(=O)Nc1ccc(S(=O)(=O)NNc2cccc(C)c2)cc1	nt	?	?
COc1ccc(C(=O)NCC(C)(C)SCc2c(C)cc(C)cc2C)cc1	-5.9%	?	15.8µM*
CCN1CCN(Cc2c(C)[nH]c3ccc(OC)cc3c2=O)CC1	0.0%	-12.1%	?
COC(=O)c1cccc(NC(=O)CSc2nnc(COc3ccc(C#N)cc3)n2-c2ccccc2)c1	6.9%	-6.3%	?
COc1ccc(/C=C(\C#N)c2nc(-c3cc(Cl)ccc3OC)cs2)cc1	-2.2%[12.3 µM]	33.5%	-17.4%
Cc1cccc(OCC(=O)N/N=C/CC(C)c2ccccc2)c1C (centres undefined)	4.3%	-6.1%	-17.2%
Cc1ccc2nc(N(Cc3cccnc3)C(=O)Cc3ccccc3)sc2c1	5.2%	-12.1%	-17.0%
O=C(CN1C(=O)NC2(CCCC2)C1=O)Nc1ccc(Cl)cc1C(F)(F)F	8.1%	-1.1%	13.9%
COc1ccc(CN(C)C(=O)C23CC4CC(CC(C4)C2)C3)c(OC)c1	nt	-8.4%	?
CCC/C=N/Nc1nnc(Cc2ccc(OC)c(OC)c2)c(=O)[nH]1	nt	-4.7%	11.7%
O=C(Nc1ccncc1)C1CCN(S(=O)(=O)c2ccc(Cl)cc2)CC1	-5.7%[0.505 µM]	-7.5%	16.4µM*
Nc1nonc1NC(=O)CSc1nc2ccccc2s1	5.1%	nt	-11.6%
COc1cc(CC(=O)OCC(=O)Nc2ccc(Cl)c(S(=O)(=O)N(C)C)c2)cc(OC)c1OC	nt	-3.1%	-25.6%
CCCCCCC(=O)Nc1ccc2nc3c(=O)n(C)c(=O)n(C)c3nc2c1C	5.5%	-4.1%	2.7%
CN1CCN(C(=O)CCCN2C(=O)/C(=C/c3cccc(Br)c3)SC2=S)CC1	18.7%	-11.7%	?

# Limited to TDP1 block and KAT2A inh, for 2 of the compounds above:
canonical_smiles	TDP1 block	KAT2A inh
CC(=O)NNC(=O)c1cc2c3ccccc3n(C)c2s1	8.1%	-21.0%
CCOCCCNC(=O)Cn1cc2c(n1)CCCCC2	6.5%	-4.7%

# More compounds follow:
# Screens in order: TDP1 block | KAT2A inh | DT40 TDP1 no CPT
Nc1nc(NC(=O)c2cccs2)nn1-c1ccccc1
→ -2.2% | -0.4% | -11.2%
COc1cc(OC)c(C2Nc3c(C)cccc3-c3cc(C)nn32)cc1OC (centres undefined)
→ 2.1% | -1.7% | ?
CCN1CCCC1CNC(=O)CSc1cc(=O)n(CC)c2ccccc12 (centres undefined)
→ 6.1% | 0.1% | 0.1%
Nc1ccc(N2CCOCC2)c(S(=O)(=O)Nc2ccccc2Cl)c1
→ 5.1% | -5.8% | 2.5%
CC(C)NC(=O)/C(=N\O)c1ccccc1
→ 7.6% | -3.8% | 0.0%
Cc1ccc(C)c(NC(=O)CCN2CC(C)OC(C)C2)c1 (centres undefined)
→ 0.0% | -7.5% | -24.3%
O=[N+]([O-])c1ccc(N2CCN(S(=O)(=O)c3ccccc3[N+](=O)[O-])CC2)cc1N1CCc2ccccc2C1
→ 2.6% | 5.7% | -10.1%
COc1ccc(N(CC(=O)NCc2ccccc2)S(=O)(=O)c2c(C)nn(C)c2C)cc1
→ 5.4% | -1.7% | -11.1%
CCn1cc(C(=O)OCC(=O)c2cc(C)n(-c3ccccc3)c2C)c(=O)c2ccc(C)nc21
→ 2.7% | -1.7% | ?
CCN(CC)C(=O)[C@H]1CC(CC(=O)NCCCn2ccnc2)C(=O)N2CCc3c([nH]c4ccc(OC)cc34)[C@]12C (some centres undefined)
→ 0.5%[56.1 µM] | 1.2% | -8.6%
CC(C)CCNC(=O)c1ccc2c(c1)NC(=O)C(CS(=O)(=O)Cc1ccc(F)cc1)N2 (centres undefined)
→ 1.1% | -6.4% | 16.4µM*
O=C(COC(=O)c1ccc(O)cc1)Nc1cc(S(=O)(=O)N2CCOCC2)ccc1Cl
→ 2.3% | -1.1% | -29.3%
Cc1cc(NCCCN(C)C)n2nc(-c3cccs3)cc2n1
→ 2.4% | -2.7% | ?
Cc1cc(C)nc(Nc2ncc(O)n2-c2ccc(C)c(Cl)c2)n1
→ 5.6% | -11.1% | -1.1%
Cc1ccnc2nc(C(=O)Nc3nnc(-c4ccccc4)o3)nn12
→ 50.1µM* | -12.4% | 4.6%
Cc1cc(=O)oc2c(C)c(OCC(=O)NCc3ccccn3)ccc12
→ 1.2% | 4.3% | -1.8%
CCn1c(Cc2cccs2)nnc1SCC(=O)NC1CC1
→ 2.5% | ? | 22.7%
CC1CCCN(C(=O)CSc2nnc(-c3ccc(O)cc3)o2)C1 (centres undefined)
→ nt | -6.4% | -28.5%
O=C(O)c1cccc(Cn2c(Cl)c(/C=N/Nc3ccccc3)sc2=O)c1
→ 6.2% | ? | 10.6%
COc1ccc(CNC(=O)COc2ccc(S(=O)(=O)N3CCOCC3)cc2)cc1
→ nt | 3.2% | ?
CCCN(CCC)S(=O)(=O)c1ccc(C(=O)NCc2ccc3c(c2)OCO3)cc1
→ 0.0% | -3.2% | ?
CCn1c(SCC(=O)c2cc(C)n(C)c2C)nnc1-c1ccccc1
→ 6.0% | -3.8% | ?
COc1ccc(OCC(=O)Nc2ccc(S(=O)(=O)N3CCCCCC3)cc2)cc1
→ 2.3% | -9.3% | -12.7%
COc1cccc(/C=N/NC(N)=S)c1OCc1ccccc1Cl
→ 6.7% | -5.6% | 4.11µM*
O=C(NCc1ccc(F)cc1)C(=O)NCC1OCCN1C(=O)c1ccc(Cl)cc1 (centres undefined)
→ 1.3% | -1.7% | ?
COc1ccc(Oc2ncc3ncc(=O)n(CCc4ccccc4)c3n2)cc1
→ nt | 1.7% | 6.7%
COc1ccc(OC)c(S(=O)(=O)NCCc2csc(-c3cccc(F)c3)n2)c1
→ 3.0% | -29.1% | ?
COc1ccc(C2=CC(c3cccc(OC)c3)n3nnnc3N2)cc1 (centres undefined)
→ 2.6% | ? | 29.1µM*
O=C(CSc1nnc(-c2ccccc2Br)o1)N1CCc2ccccc2C1
→ 0.0% | -2.1% | ?
Cc1ccc(CNC(=O)C2CCC(=O)N(CCc3ccc(Cl)cc3)C2)cc1 (centres undefined)
→ 1.2% | -0.5% | ?

# One compound at a time (already shown).
# CCN(CC)C(=O)[C@H]1CC(CC(=O)NCCCn2ccnc2)C(=O)N2CCc3c([nH]c4ccc(OC)cc34)[C@]12C (some centres undefined) is entered as TDP1 block = 0.5%[56.1 µM]; KAT2A inh = 1.2%; DT40 TDP1 no CPT = -8.6%
# Nc1nc(NC(=O)c2cccs2)nn1-c1ccccc1 is entered as TDP1 block = -2.2%; KAT2A inh = -0.4%; DT40 TDP1 no CPT = -11.2%

# From PubChem BioAssay

# This is a subset. The share of hits here may be higher or lower than overall.
